NADH coupling: blocks coupling enzymes of NAD/NADH assays; IC50, µM (titrated, usually from 10 µM), for inactives: at the top dose inhibition; hit rate 0.02% among 65,000; coupled PK/LDH NADH assays, four targets; AID 774;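 active = single-dose screening hits from any of four coupled enzyme assays that gave an IC50 when retested across doses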;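 also: the DPM-DC format reads NADH fluorescence rather than 340 nm absorbance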
TNAP act mid DEA: activates human TNAP at intermediate phosphate acceptor concentration; purified TNAP, CDP-star luminescence, 100 mM DEA, 30 min; hits give high values; scale: 0 levamisole-inhibited, 1 vehicle-only enzyme; P05186; 64,000 tested, under 10 active; activation factor at 20 µM;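 active = activation factor of at least 2 at 20 µM, relative to controls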
Target sequence (P05186 whole entry, looked up): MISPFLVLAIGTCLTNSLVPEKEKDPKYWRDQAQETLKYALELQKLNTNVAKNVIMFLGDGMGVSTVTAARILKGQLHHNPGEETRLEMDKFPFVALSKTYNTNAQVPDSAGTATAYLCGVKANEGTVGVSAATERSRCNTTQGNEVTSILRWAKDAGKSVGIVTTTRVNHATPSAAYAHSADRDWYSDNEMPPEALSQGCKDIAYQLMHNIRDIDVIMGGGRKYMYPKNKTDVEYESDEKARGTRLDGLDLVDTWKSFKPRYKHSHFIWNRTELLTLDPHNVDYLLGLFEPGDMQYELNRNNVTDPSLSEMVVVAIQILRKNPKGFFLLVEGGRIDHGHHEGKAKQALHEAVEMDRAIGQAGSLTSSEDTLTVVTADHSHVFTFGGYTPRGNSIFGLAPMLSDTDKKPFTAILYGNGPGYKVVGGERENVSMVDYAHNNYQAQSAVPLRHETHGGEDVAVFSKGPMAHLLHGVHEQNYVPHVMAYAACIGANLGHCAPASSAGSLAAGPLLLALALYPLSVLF
D1 allo mod: D1 dopamine receptor (human) allosteric modulation; HEK293 D1, CRE-luciferase, dopamine EC30 potentiation; actives deviate in either direction; hit rate 5.9% among 58,000; P21728; AID 641; B-score at 10 µM;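 active = luminescence count or its row- and column-corrected plate score outside the 99.7% band of the plate's sample wells, on either side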
M1 ag: agonists of M1 muscarinic receptor | CHO-M1 cells, Fluo-4 calcium fluorescence, agonist mode; hits give high values | B-score at 10 µM | hit rate 3% among 64,000;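 active = fluorescence rise, raw or as B-score row- and column-corrected plate score, outside the 99.7% band of its plate's samples, either direction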
Ecoli tolC: growth inhibitors of E. coli BW25113 tolC mutant | growth inhibition, % at 10 µM (by protocol) | OD615 | hit rate 2.2% among 65,000 | AID 573;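 active = growth inhibition at or above a cutoff equal to the mean over every tested compound plus 3 SD, cut at about 60% in these data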;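 also: growth measured after 20 h incubation at 37 °C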
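Test system: E. coli BW25113 ΔtolC::kan bacteria | Medium: Kanamycin-containing LB broth (50 µg/mL) | Dosing: One dose of 10 µM final | Times: 20 h incubation with compound, 37 °C | Detection: Optical density read at 615 nm | Read-out basis: Percent growth inhibition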
HEK293 NFkB inh: inhibitors of the PMA/ionomycin-induced NF-kB reporter in HEK293 cells | HEK-293 NF-kB luciferase reporter, luminescence | inhibition, % at 3 µM | hit rate 0.21% among 62,000 | AID 465;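 active = inhibition above the mean of all tested compounds plus 3 SD, cut at about 40% in these data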;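 also: 0% = stimulated DMSO wells and 100% = 10 µM reference inhibitor 5653914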
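Material: HEK-293 cells with stable firefly luciferase reporter driven by four HIV NF-kB elements / Also added: PMA plus ionomycin mix as NF-kB-activating stimulus / Compound dosing: 3 µM once, 0.30% DMSO / Times: 1 h pretreatment, 16 h stimulation, 37 °C / Signal: luminescence / Evaluation: per-plate % inhibition versus controls / Benchmarks: DMSO and 10 µM reference inhibitor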
M1 antagonist: antagonists of rat M1 muscarinic receptor; hit rate 3.4% among 64,000; P08482; B-score at 10 µM; CHO-M1 cells, Fluo-4 calcium, ACh EC80 antagonist mode; hits give low values;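 active = calcium fluorescence response, raw or row-and-column corrected B-score, differing from the plate sample mean either way at a set confidence level, mostly lower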
Target sequence (P08482 whole entry, looked up): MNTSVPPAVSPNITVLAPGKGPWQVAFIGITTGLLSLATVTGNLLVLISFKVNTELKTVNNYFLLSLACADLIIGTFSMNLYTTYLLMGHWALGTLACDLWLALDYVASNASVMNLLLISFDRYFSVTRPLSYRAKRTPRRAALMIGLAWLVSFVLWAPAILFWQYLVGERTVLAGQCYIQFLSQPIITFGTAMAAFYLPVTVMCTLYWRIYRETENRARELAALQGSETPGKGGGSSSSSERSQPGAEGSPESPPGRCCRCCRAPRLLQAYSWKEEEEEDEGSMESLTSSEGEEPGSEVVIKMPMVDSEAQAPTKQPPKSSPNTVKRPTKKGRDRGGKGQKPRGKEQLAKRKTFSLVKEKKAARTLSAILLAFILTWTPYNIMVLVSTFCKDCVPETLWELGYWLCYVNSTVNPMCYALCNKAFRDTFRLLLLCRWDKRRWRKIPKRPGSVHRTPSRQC
SF1 activator: activates the human nuclear receptor SF-1 | activation, % at 10 µM | AID 522 | CHO-K1 Gal4-SF-1 LBD luciferase reporter; % increase over DMSO SF-1-specific signal | hit rate 1.9% among 65,000;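 active = activation above the mean activation of all tested compounds plus 3 SD, cut at about 50% in these data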
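Material: Gal4–SF-1 LBD one-hybrid luciferase reporter in CHO-K1 cells | Amount: 4,000 cells per well | Compound dosing: 10 µM single point, 1% DMSO | Schedule: 20 h compound treatment, 37 °C | Measured by: SteadyLite luciferase luminescence | Evaluation: Percent activation versus DMSO | Control set: DMSO-treated SF-1-transfected cells as negative, DMSO-treated mock-transfected cells lacking SF-1 as background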
Jurkat tox 60K: cytotoxic compounds reducing Jurkat cell viability | Jurkat E6.1 viability, ATP luminescence, 48 h | hit rate 1.2% among 56,000 | inhibition, % at 4 µM;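 active = inhibition above the mean inhibition of all tested compounds plus 3 SD, cut at about 28% in these data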
Active calls of the source: *; / = no result given; [ ] = remark or other dose.

SMILES	NADH coupling	TNAP act mid DEA	D1 allo mod	M1 ag	Ecoli tolC	HEK293 NFkB inh	M1 antagonist	SF1 activator	Jurkat tox 60K
CC(C)c1ccc(-c2nnn(CCC(=O)O)n2)cc1	6.0%	1	-3.59*	-0.286	9.9	-4.1	-0.0965	-1.3	-6.5
COc1ccccc1C(=O)Nn1c(C2CCC2)nc2ccccc2c1=O	4.0%	0.9	-0.288	0.713	-2.2	8.8	-3.34*	5.7	-1.6
O=c1[nH]c2c(n(C3CCCCC3)c1=O)CCC2	7.0%	0.9	/	-0.319	-8.9	11.8	-0.987	2.7	1.0
CCCCN(CCCC)CCCNC(=O)CC1Oc2ccc(C)cc2NC1=O (configuration not stated)	13.0%	0.9	-0.139	0.324	-10.9	8.8	-1.56	-1.7	1.1
CN(C)C=Nc1ccc2nn(-c3ccccc3)nc2c1	5.0%[fluoresces]	1	-2.52*	-1.3	-4.5	-37.9	-1.22	73.7*	-3.9
COc1ccc2c(c1)C1(Nc3ccccc3-c3nc4ccccc4n31)C(=O)N2 (configuration not stated)	4.0%	0.9	-0.614	-0.55	31.9	6.6	0.421	-1.5	3.0
Cc1cccc(CCNC(=O)CN(C)S(=O)(=O)c2ccc3c(c2)c(=O)n(C)c(=O)n3C)c1	1.0%	0.9	0.942	-0.214	-7.2	7.3	-1.13	-6.4	-1.0
O=C1CCCC2=C1C(c1ccncc1)c1c(nc(SCc3ccccc3Cl)[nH]c1=O)N2 (configuration not stated)	11.0%	0.9	0.239	1.01	11.5	16.4	0	-12.8	1.9
C=CCn1c(SCC(=O)c2ccc(OC)cc2)nnc1C(C)NC(=O)c1cccs1 (configuration not stated)	11.0%	0.9	0.783	-2.82*	11.9	8.9	0.715	3.2	-3.4
OCCN1CCN(CCSc2ccccc2)CC1	6.0%	0.9	-0.311	0.373	-11.1	2.2	0.845	-13.3	-6.3

Later entries.
SMILES	NADH coupling	TNAP act mid DEA	D1 allo mod	M1 ag	Ecoli tolC	HEK293 NFkB inh	M1 antagonist	SF1 activator	Jurkat tox 60K
O=C(Nc1nc2c(s1)CCCC2)c1ccc(Br)s1	4.0%	0.9	-4.42*	0.122	49.3	-62.9	-1.11	24.7	9.0
O=c1ccnc(SCc2ccccc2Cl)[nH]1	9.0%	1	-1.17	-0.0116	-0.5	4.8	-0.622	-0.7	2.6
CC(c1ccco1)N(C(=O)c1ccc(S(=O)(=O)N2CCCCC2)cc1)c1ccccn1 (configuration not stated)	1.0%	1	-0.464	0.438	17.5	18.5	-0.248	8.8	/
CN(C(=O)COC(=O)CNS(=O)(=O)/C=C/c1ccccc1)C1CCS(=O)(=O)C1 (configuration not stated)	3.0%	1	0.0141	-1.02	-11.2	11.5	0.0148	-4.7	-0.9
CCOC(=O)N1CCC(Nc2ccc3nnc(-c4ccccc4)n3n2)CC1	4.0%	1	-2.98*	0.932	19.2	3.2	-1.58	5.8	0.7
COC(=O)c1c(C)nc(C)c2c(=O)oc3ccccc3c12	6.0%	0.9	1.03	/	8.4	7.1	/	10.2	-5.5
Cc1nc2ncnn2c(N2CCN(C(=O)c3cccc(F)c3)CC2)c1Cc1ccccc1	4.0%	1	0.325	-0.0855	-16.1	11.7	-0.193	5.0	1.3
CCOC(=O)C1CCN(C(=O)c2ccccc2N(C)S(C)(=O)=O)CC1	5.0%	0.9	0.316	-0.197	-15.4	5.7	0	7.5	-1.1
COC(=O)c1ccc(-n2nnnc2SCC(=O)Nc2cc(OC)ccc2OC)cc1	5.0%	0.9	1.09	-0.404	6.3	8.4	-0.0642	-2.0	-3.8
CC(=O)c1c(C)[nH]c(C(=O)NCc2ccccn2)c1C	5.0%	1	0.489	0.449	-25.6	3.6	0.305	20.9	-4.9

3 compounds out of the list above, sorted by their value in D1 allo mod, lowest first.
structure	D1 allo mod
O=C(Nc1nc2c(s1)CCCC2)c1ccc(Br)s1	-4.42*
CN(C(=O)COC(=O)CNS(=O)(=O)/C=C/c1ccccc1)C1CCS(=O)(=O)C1 (configuration not stated)	0.0141
CCOC(=O)C1CCN(C(=O)c2ccccc2N(C)S(C)(=O)=O)CC1	0.316

Carrying on:
SMILES	NADH coupling	TNAP act mid DEA	D1 allo mod	M1 ag	Ecoli tolC	HEK293 NFkB inh	M1 antagonist	SF1 activator	Jurkat tox 60K
COc1cccc(CN(C(=O)c2cc3ccccc3oc2=O)C2CC2)c1	6.0%	0.8	-1.81	0.88	8.0	6.5	-0.282	16.8	7.7
CCOC(=O)C1CCCN(C(=O)c2sc3nc(-c4ccccc4)cn3c2C)C1 (configuration not stated)	1.0%	0.9	0.667	0.575	6.6	12.3	-0.546	-2.3	-2.6
CC(=O)c1ccc(OCC(O)CN2CCOCC2)cc1 (configuration not stated)	6.0%	0.9	0.197	1.08	-4.9	0.8	-0.324	0.9	-20.3
CC(=O)N1CCN(c2ccc(NCc3ccc4c(c3)OCO4)cc2)CC1	2.0%	1	-0.872	0.144	-8.1	3.9	0.967	-4.1	-2.5
COc1ccc(-c2cc(N)n(CCC#N)n2)c(OC)c1	3.0%	1	0.407	0.0405	-11.0	20.9	0.796	-0.9	4.0
O=C1C=C(O)CC(c2cccs2)C1 (configuration not stated)	1.0%	0.9	/	-0.503	3.0	/	-0.224	-14.9	/
Cc1ncc(C23CC4CC(CC(C4)C2)C3)[nH]1	4.0%	1	-0.779	-0.37	0.1	5.4	-0.774	4.8	3.0
c1ccc2oc(CCc3nc4ccccc4o3)nc2c1	1.0%	0.9	-0.381	0.0411	-35.0	9.6	-0.349	35.0	-6.4
CCCn1nnnc1SCC(=O)c1ccc(NC(C)=O)cc1	4.0%	0.9	1.05	0.662	-2.5	14.6	0.0892	-4.8	-6.2
COCCNC(=O)C1CC(=O)N(C2CCCCC2)C1 (configuration not stated)	7.0%	0.9	-0.394	-0.161	-13.7	12.6	-1.19	0.2	2.2

Carrying on.
SMILES	NADH coupling	TNAP act mid DEA	D1 allo mod	M1 ag	Ecoli tolC	HEK293 NFkB inh	M1 antagonist	SF1 activator	Jurkat tox 60K
CC(C)(C)NC(=O)C1CN(S(=O)(=O)c2ccccc2)CCN1S(=O)(=O)c1ccccc1 (configuration not stated)	10.0%	0.9	0.12	0.819	16.4	11.3	-0.0504	9.7	-7.9
CC(=O)OCC1OC(n2ccc(=O)[nH]c2=O)C(O)C1O (configuration not stated)	2.0%	1	0.514	0.155	-8.2	20.0	-0.202	-1.8	-1.2
O=c1cnnc(SCCc2ccccc2)[nH]1	5.0%	0.9	-0.129	-0.302	1.8	6.4	0.263	-5.5	-6.2
CN(C)S(=O)(=O)c1ccc(S(=O)(=O)N(Cc2ccccn2)Cc2ccco2)cc1	5.0%	0.8	/	/	6.6	17.8	/	-12.8	3.5
O=C(O)C1CC=CCC1C(=O)Nc1cccc(Cl)c1 (configuration not stated)	1.0%	1	0.705	0.51	-7.8	13.7	0.828	-9.8	0.8
COc1cc(NC2=CC(=O)CC(C)(C)C2)cc(OC)c1	3.0%	0.9	-0.000573	0.853	-4.8	12.5	-0.168	-8.7	2.0
O=C(Nc1ccccc1)OCc1ccccn1	7.0%	0.9	-0.106	0.879	-2.8	-5.2	-0.0552	27.7	1.5
CCCCOC(=O)CSC1=C(C#N)C(c2ccccc2OC)C(C#N)C(=O)N1 (configuration not stated)	27.0%	0.8	/	0.552	3.8	/	-0.143	19.7	/
COc1ccc(N(CC(=O)NC2CCCCCC2)S(=O)(=O)c2c(C)nn(C)c2C)cc1	5.0%	1	/	1.23	6.0	2.7	-0.362	34.2	-2.6
CCSc1nnc2c(n1)OC(c1ccc(C(=O)O)cc1)N(C(C)=O)c1ccccc1-2 (configuration not stated)	4.0%	0.9	-0.125	0.198	-7.9	7.9	-0.528	-15.4	0.4

Remaining list, next part.
SMILES	NADH coupling	TNAP act mid DEA	D1 allo mod	M1 ag	Ecoli tolC	HEK293 NFkB inh	M1 antagonist	SF1 activator	Jurkat tox 60K
COCCN1C(=O)c2ccccc2C(C(=O)NCCCN2CCCC2)C1c1c[nH]c2ccccc12 (configuration not stated)	4.0%	1	0.562	-0.0226	-3.1	6.2	0.309	-15.1	14.7
CCN(CCCNS(=O)(=O)c1ccc2c(c1)oc(=O)n2C)c1cccc(C)c1	5.0%	0.8	1.07	-0.372	4.1	-2.6	-0.621	9.2	-9.1
COc1ccccc1C(=O)NCc1ccc2c(c1)OCO2	6.0%	0.8	/	0.21	7.9	5.5	1.19	-28.4	-4.8
O=C(N1CCCCCC1)N1CCN(C(=O)N2CCOCC2)CC1	3.0%	0.9	-0.346	0.213	4.8	5.0	0.502	-8.3	-1.9
CCOC(=O)c1c(CC(C)C)csc1NC(C)=O	13.0%	0.9	/	0.584	44.4	22.1	0	3.0	-3.5
Cc1[nH]c2ccccc2c1C(c1ccccn1)N1CCC(C(N)=O)CC1 (configuration not stated)	5.0%	1	0.207	-0.587	-15.4	21.7	0.452	-3.8	-0.7
O=C(NCc1cccs1)c1nc2c(nnn2Cc2ccc(F)cc2)c(=O)[nH]1	3.0%	1	/	/	29.7	-12.1	/	-7.6	5.9
CSC(=NCCCN1CCOCC1)NS(=O)(=O)c1cccs1	9.0%	1	-0.232	0.155	-9.8	2.2	0.348	-7.3	/
CCc1ccc(NC(=O)C2CCN(S(C)(=O)=O)CC2)cc1	3.0%	0.9	0.102	-0.329	-11.1	7.5	-0.683	-0.2	-6.1
CCC(C)C(NCc1cccc(C)c1)C(=O)O (configuration not stated)	6.0%	0.9	0	1.12	-6.4	10.7	0.661	18.4	/

Further compounds follow:
SMILES	NADH coupling	TNAP act mid DEA	D1 allo mod	M1 ag	Ecoli tolC	HEK293 NFkB inh	M1 antagonist	SF1 activator	Jurkat tox 60K
CCOC(=O)CCCn1c(C)nc(=O)c(-c2ccccc2)c1C	0.0%	1.1	-0.0733	0.403	-20.6	17.0	0.889	4.2	0.6
O=C(COc1ncnc2ccccc12)N1CCN(S(=O)(=O)c2ccc(Cl)cc2)CC1	6.0%	0.9	/	0.0875	-2.3	2.5	0.0745	-18.1	3.9
CCn1c(CC(=O)Nc2cccc(OC)c2)nnc1SCC(=O)Nc1nccs1	2.0%	0.9	-0.186	-0.27	-6.9	5.6	0.459	5.6	4.0
COc1ccc(N(C(=O)COc2ccccc2)C2C=CS(=O)(=O)C2)c(OC)c1 (configuration not stated)	9.0%	1	0.239	-0.00794	-11.5	8.0	-0.364	10.7	-0.2
CCS(=O)(=O)NCCc1cc2ccc(C)cc2[nH]c1=O	9.0%	0.9	0.479	-0.0903	-17.0	9.1	0.883	-11.2	-4.9
COc1cc(OC)c(-c2nn3c(-c4ccncc4)nnc3s2)cc1OC	3.0%	0.9	2.16	1.73	21.4	14.7	0.666	4.8	0.8
COC(=O)C1C2C=CC3(CN(C4CCCC4)C(=O)C13)O2 (configuration not stated)	9.0%	0.9	0.0364	-0.0612	-25.4	12.2	0.507	4.4	-6.8
C=CCn1c(SCC(N)=O)nnc1-c1ccccc1O	6.0%	0.9	-0.73	-0.0437	-21.0	6.5	0.105	-17.6	-4.8
NC(=O)C1CC(O)CN1c1nc(CN2CCOCC2)nc2scc(-c3ccccc3)c12 (configuration not stated)	7.0%	1	-0.0434	-0.179	-5.4	0.3	0.0021	-3.7	-13.2
O=c1c2cc3ccccc3n2cnn1Cc1ccccc1F	2.0%	0.9	3.1*	1.49	75.4*	17.6	-0.334	12.8	49.8*
